Bioassay records deposited in PubChem by several laboratories.
CatL block: blocks human cathepsin L protease activity; purified cathepsin L, fluorogenic substrate, fluorescence; inhibition, %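 (tested at 10 µM)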; hit rate 0.17% among 58,000; AID 460; in the data active means inhibition above about 45%;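 further: 0% = enzyme with no compound and 100% = no enzyme blank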
JNK3 blocker: inhibitors of human JNK3 kinase | P53779 | purified JNK3 kinase activity, HTS | inhibition, % at 8 µM | hit rate 0.61% among 60,000; in the data active means inhibition above about 17%;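 further: 0% = DMSO and 100% = reference inhibitor; many of its hits are not listed in these tables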
Target sequence (P53779 whole entry, looked up): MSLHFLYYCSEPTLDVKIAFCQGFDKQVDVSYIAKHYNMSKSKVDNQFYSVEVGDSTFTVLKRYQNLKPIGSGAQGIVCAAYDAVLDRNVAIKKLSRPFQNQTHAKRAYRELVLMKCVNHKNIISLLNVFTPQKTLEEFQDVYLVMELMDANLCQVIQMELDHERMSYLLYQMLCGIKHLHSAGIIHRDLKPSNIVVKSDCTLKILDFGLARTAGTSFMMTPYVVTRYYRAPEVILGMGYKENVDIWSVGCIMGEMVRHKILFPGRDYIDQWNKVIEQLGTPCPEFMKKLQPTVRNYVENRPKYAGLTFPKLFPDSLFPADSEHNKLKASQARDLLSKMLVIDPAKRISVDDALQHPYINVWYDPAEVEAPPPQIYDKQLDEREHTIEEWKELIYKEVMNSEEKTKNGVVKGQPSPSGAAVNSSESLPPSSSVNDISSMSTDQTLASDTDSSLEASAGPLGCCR
C1s block: blocks human complement C1s protease activity; P09871; purified C1s, fluorogenic AMC substrate, pooled mixtures; mean inhibition % of two 10-compound mixtures (stronger effect = higher value), % at 5 µM (by protocol); hit rate 0.16% among 62,000; AID 538;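 active means inhibition above 20% in each of the two 10-compound mixture wells holding the compound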;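 further: 0% = enzyme wells lacking compound mixture and 100% = no-enzyme blank wells; some compounds called inactive have numbers as strong as hits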
CatS block: human cathepsin S inhibition | AID 501 | recombinant cathepsin S, AMC dipeptide fluorescence, pooled mixtures | hit rate 0.06% among 62,000 | inhibition, %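 (tested at 5 µM per compound within 10-compound mixtures)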 | P25774; in the data active means inhibition above about 32%, passing the limit was not always enough;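 further: 0% = enzyme without compound and 100% = blank without enzyme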
Target sequence (P25774 115-331 limits assumed): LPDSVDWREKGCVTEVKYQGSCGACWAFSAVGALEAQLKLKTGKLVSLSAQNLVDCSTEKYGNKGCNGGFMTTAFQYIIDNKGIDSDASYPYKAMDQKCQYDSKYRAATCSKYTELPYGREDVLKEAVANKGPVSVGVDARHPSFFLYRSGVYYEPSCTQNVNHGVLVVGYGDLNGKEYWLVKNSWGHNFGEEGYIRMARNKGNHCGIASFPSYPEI
ROCK2 inh: inhibitors of human Rho kinase 2. O75116. purified ROCK2, Kinase-Glo ATP depletion luminescence. inhibition, % at 6 µM. hit rate 0.35% among 60,000. AID 604;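 active means inhibition above the screen-wide mean inhibition plus 3 SD, cut at about 18% in these data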;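 further: plate controls were DMSO wells for no effect and Y-27632 control wells after no-enzyme background subtraction for full effect; many of its hits are not listed in these tables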
FXIa mix inh: inhibitors of human coagulation factor XIa, pooled mixtures; P03951; purified FXIa, fluorogenic substrate; inhibition, % at 5 µM; hit rate 0.19% among 62,000; AID 680;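 further: each value is inhibition by a whole ten-compound pool holding the compound; 0% = enzyme with no mixture and 100% = wells lacking enzyme; strong numbers were not always called active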
Cathepsin G inh: cathepsin G (human) inhibition | P08311 | purified enzyme, AMC-tetrapeptide fluorescence, pooled mixtures | inhibition, % at 5 µM (by protocol) | hit rate 0.2% among 62,000 | AID 581;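 active means inhibition above 20% in each of the two mixture wells holding the compound; inactive means inhibition of 20% or less in either well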;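 further: 0% = enzyme control without mixture and 100% = blank lacking enzyme; strong numbers were not always called active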
Target sequence (P08311 21-244 limits assumed): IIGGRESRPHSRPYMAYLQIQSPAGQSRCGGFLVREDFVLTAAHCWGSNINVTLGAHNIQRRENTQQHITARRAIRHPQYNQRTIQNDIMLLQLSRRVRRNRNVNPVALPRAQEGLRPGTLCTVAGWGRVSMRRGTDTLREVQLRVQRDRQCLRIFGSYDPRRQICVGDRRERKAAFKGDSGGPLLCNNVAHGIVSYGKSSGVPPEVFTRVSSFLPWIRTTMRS
FXIIa mix inh: inhibitors of human coagulation factor XIIa, pooled mixtures; P00748; purified FXIIa, fluorogenic substrate; inhibition, % at 5 µM; hit rate 0.2% among 62,000; AID 684;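 further: 0% = enzyme without compound and 100% = no enzyme blank; some results filed as inactive read as strong as hits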
PKA kinase inh: inhibitors of human protein kinase A | AID 524 | P17612 | hit rate 0.1% among 65,000 | inhibition, % at 6 µM | PKA Kemptide phosphorylation, Kinase-Glo ATP luminescence;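 active means inhibition above the screen-wide mean inhibition plus 3 SD, cut at about 21% in these data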; further: many of its hits are not listed in these tables
The depositor's hits bear a star; · = not tested or not shown. Unless noted, no stated cut-off is given here; in the data, active means inhibition above about 20% (passing the limit was not always enough); inactive means the rest. Hits appear at their usual frequency; any-hit rate near 1.5%.

molecule,CatL block,JNK3 blocker,C1s block,CatS block,ROCK2 inh,FXIa mix inh,Cathepsin G inh,FXIIa mix inh,PKA kinase inh
COc1ccc(-c2nnc3sc(-c4ccccn4)nn23)cc1,-5,-2,12,-1,8,7,10,1,1
O=C1NCC(COCc2ccccc2)O1 (centres undefined),3,3,-16,2,2,-2,8,2,-2
Cc1ccc(C(C(=O)NC2CCCC2)N(Cc2cccnc2)C(=O)c2snc(C(N)=O)c2N)o1 (centres undefined),-8,-1,0,2,6,1,-5,5,6
O=C(NCC(=O)N(CCc1ccccc1)C(C(=O)NC1CCCC1)c1cccnc1)c1ccco1 (centres undefined),-4,-6,-6,-14,1,-2,-7,1,2
COc1ccc2cc(CN(CCCN3CCOCC3)Cc3nnnn3C3CCCCC3)c(=O)[nH]c2c1,-5,-4,-48,-18,-7,-13,-16,3,-3
Cc1cc(NS(=O)(=O)c2ccccc2)cc(Cl)c1O,-3,-6,10,-5,7,6,6,3,10
O=C(CSc1ncn[nH]1)OCN1C(=O)c2ccccc2C1=O,-2,-5,-51,22,3,0,0,3,4
O=C1c2ccccc2C(=O)N1CCn1c(=O)oc2ccccc21,9,-2,15,-7,4,8,12,5,8
Cc1ccc(-c2nc(CS(=O)(=O)CC(=O)N3CCCCCC3)c(C)o2)cc1,26,3,20,32,3,4,18,-17,9
CC(=O)c1ccc(N2CCN(C(=O)c3cc(-c4ccc5c(c4)OCO5)nc4ccccc34)CC2)cc1,3,-1,3,8,10,8,9,11,11
O=C(C1COc2ccccc2O1)N1CCN(c2ccccc2F)CC1 (centres undefined),·,-2,8,-10,1,3,9,-15,5
Cc1cc(NC(=O)Nc2cc(C)nn2-c2ccccc2)n(-c2ccccc2)n1,-3,3,14,5,-2,4,12,11,1
Cc1cc(NC(=O)COC(=O)C(Nc2ccc(C(F)(F)F)cc2Cl)C(C)C)no1 (centres undefined),2,-3,4,0,3,0,-2,-5,6
CCOC(=O)CCCNC(=O)COc1ccccc1C#N,14,0,-28,-7,6,-5,0,-20,5
O=C(O)CCC(=O)NCc1ccc2[nH]c3c(c2c1)CCCC3,·,-1,-15,-8,3,-3,3,7,6
CCCCc1c(O)nc(SCC(=O)N2CCOCC2)[nH]c1=O,·,·,-4,-4,·,2,8,13,6
CCOC(=O)Cc1csc(NC(=O)c2cccs2)n1,-2,3,-7,12,1,7,9,10,7
CCCC(=O)c1cc(F)c(N2CCN(S(=O)(=O)c3ccccc3)CC2)cc1C,·,·,13,-1,·,4,9,-3,·
CCOC(=O)C1=C(CS(=O)(=O)c2ccc(F)c(C)c2)NC(=O)NC1c1ccc(O)c(O)c1 (centres undefined),21,3,20,23,6,-8,-13,8,4
CCn1c(SCC(=O)c2cc(C)n(-c3ccc(C(=O)OC)cc3)c2C)nnc1-c1cccnc1,15,5,12,-1,2,8,11,2,7
COc1ccc(N(C(=O)c2ccc(Br)o2)C2C=CS(=O)(=O)C2)cc1 (centres undefined),5,5,-60,-8,2,-9,-15,3,3
CC1CCN(c2ncnc3c2cnn3-c2ccccc2)CC1,11,-9,-1,5,-2,12,7,5,-15
Cc1ccc(C(=O)CSc2nnc(-c3cccs3)n2C)o1,·,-1,10,4,-4,6,9,0,-7
COc1ccccc1CN(Cc1nc2ccccc2c(=O)[nH]1)C(=O)Nc1ccccc1,1,5,6,10,5,1,2,6,15
COc1ccc(Cl)cc1NC(=O)COc1cccc(-n2cnnn2)c1,6,8,-4,7,5,11,5,2,3
COc1cc(CC(=O)Nc2ccc(S(=O)(=O)N(C)C)cc2)cc(OC)c1OC,-1,-1,2,0,6,5,0,9,8
O=C(NCCCN1CCCC1=O)c1ccc2c(c1)OCO2,31,-6,6,7,7,-3,7,-3,6
Cc1cc(O)c(C(C)C)cc1NC(=O)Cn1nc(C)c2ccccc2c1=O,14,0,-10,-1,-3,12,-5,43,-2
COc1ccc(CCNC(=O)CC2Nc3ccccc3NC2=O)cc1OC (centres undefined),-6,-6,16,0,-3,4,8,-1,1
CN(C)CCN1C(=O)c2oc3ccccc3c(=O)c2C1c1ccc(F)cc1 (centres undefined),-5,-1,0,-3,6,6,3,1,6
COc1cc(C2/C(=C(\O)c3ccc4c(c3)CC(C)O4)C(=O)C(=O)N2CCCn2ccnc2)ccc1O (centres undefined),0,5,4,-1,8,-3,5,2,-1
CCn1c(SCc2nc3ccccc3s2)nnc1-c1cccs1,-1,-2,13,5,5,11,14,2,0
Cc1onc(-c2ccccc2)c1C(=O)Nc1ccc2c(c1)OCO2,8,5,-4,2,-3,10,-2,4,-4
Cc1ccc(OCC(O)Cn2c(=N)n(CCN3CCCCC3)c3ccccc32)cc1 (centres undefined),9,4,11,-6,-8,3,-8,11,-5
Cc1ccccc1NS(=O)(=O)c1ccc(C2CNC(=O)C2)cc1 (centres undefined),12,-1,15,7,-1,2,10,17,-2
COc1ccc(-c2cc(O)cc(O)c2)cc1,34,-3,11,0,2,6,5,11,1
COc1cccc(NC(=O)C2CC(=O)OC23CCOC(C)(C)C3)c1 (centres undefined),-3,-6,12,10,9,0,3,10,10
Fc1cccc(CN2CCN(c3ncccn3)CC2)c1,12,-1,10,-11,1,3,10,1,0
COc1ccc(C2SCCN2S(=O)(=O)c2ccccc2)cc1OC (centres undefined),33,-2,0,-6,1,14,-2,2,5
CCOC(=O)Cc1csc(NC(=O)c2ccoc2C)n1,0,-9,1,0,-6,12,0,3,-2
O=C(C1CCN(Cc2ccccc2)CC1)N1CCCC1,-1,-2,-3,-5,3,2,-3,-2,10
CCCC(=O)Nc1ccc2oc(-c3ccc(OC)c(Br)c3)nc2c1,-16,-8,-8,8,5,-2,5,7,10
O=C(CCC1CCCC1)NCCCN1CCOCC1,-9,5,2,-1,6,-3,8,2,9
O=C(NCc1ccc2c(c1)OCO2)C1CCN(Cc2cnn(-c3ccccc3)c2-n2cccc2)CC1,12,·,11,9,·,-9,8,12,-3
O=C(Nc1ccc2c(c1)CCC2)C1CCCN(c2ncccn2)C1 (centres undefined),15,-9,0,2,4,2,7,12,8
COc1ccc(CNc2ccc(C(=O)O)cc2)cc1,18,0,-3,1,8,18,3,7,7
O=C(O)CCCC(=O)Nc1ccc(C(=O)N2CCCCC2)cc1,11,-6,-1,2,2,-2,10,2,6
CC1(C)Cc2nc(N)c(=O)sc2C1,2,1,-1,13,1,4,-4,1,8
N#Cc1c(N)n(C2CCCCC2)c2nc3ccccc3nc12,-48,2,-44,6,4,-8,-6,9,4
Cc1ccccc1NC(=O)C1CCCN(S(=O)(=O)c2cccc3cccnc23)C1 (centres undefined),-8,0,12,-5,5,6,2,0,8
Cc1cccc(NC(=O)CSc2nnc(-c3ccccc3C)o2)c1,4,-6,3,8,1,2,-2,7,8
Nc1ncc(-c2cc3ccccc3oc2=O)s1,13,12,-18,-6,-9,-5,9,1,7
O=S(=O)(Cc1cccc(F)c1)c1c[nH]c2ccccc12,·,-3,12,13,0,5,10,9,9
O=C(CC1C(=O)NCCN1C(=O)c1ccc(F)cc1)OCc1ccccc1 (centres undefined),0,4,-1,13,0,3,5,25,-5
OCC1(C2=NOC(O)(C(F)(F)F)C2)CCCCC1 (centres undefined),·,·,-1,-6,·,6,0,-9,13
C=CCSc1nnc(Cn2c(=O)sc3ccccc32)n1C,11,-2,3,1,6,-4,7,12,5
O=C(CSc1nnc(-c2cccs2)n1-c1ccccc1)N1CCc2ccccc21,18,6,16,1,3,3,9,7,4
COc1ccc2c(c1)c(=O)oc1c(C)c3occ(C)c3cc12,6,-1,25,14,6,12,14,10,4
CCOC(=O)Nc1sc(=S)n(C)c1C,3,0,-21,-6,1,6,0,7,6
O=C1NC(=O)C(CC(=O)N(c2ccccc2)C2(C(=O)NC3CCCC3)CCCCC2)N1 (centres undefined),9,·,5,24,·,9,0,5,-2

Carrying on.
molecule,CatL block,JNK3 blocker,C1s block,CatS block,ROCK2 inh,FXIa mix inh,Cathepsin G inh,FXIIa mix inh,PKA kinase inh
CCn1ncc(C2=NOC(C(=O)N3CCC(C(N)=O)CC3)C2)c1C (centres undefined),14,4,-8,27,1,8,-2,28,5
Cc1ccc(C(=O)CCNc2ccc(Br)cc2)o1,7,-6,-3,19,-2,5,-3,6,-2
O=C(CNCC1CCCO1)Nc1ccc(N2CCCCCC2)cc1 (centres undefined),8,-25,14,-1,-1,4,13,8,0
Fc1cccc2sc(N3CCOCC3)nc12,-1,1,0,12,3,17,1,12,11
CCn1c(SCc2ccc(OC)cc2)nnc1-c1ccncc1,0,3,2,-3,2,1,0,0,4
Cc1ccccc1-c1nc(CS(=O)(=O)CC(=O)N(C)C2CCCCC2)c(C)o1,-3,0,-14,-9,2,1,-2,22,4
CCCCCc1nnc(NC(=O)Cc2cccs2)s1,-5,-1,-7,13,-1,1,0,-21,6
CCCCn1c(SCC(=O)Nc2cc(NC(=O)c3ccco3)ccc2C)nc2ccccc2c1=O,20,3,-20,7,3,4,-4,-3,10
Cn1cccc1Cc1nnc(SCC(=O)Nc2ccc(F)cc2)n1-c1ccc(F)cc1,13,4,-59,-9,-2,-18,1,4,2
O=C(Nc1ccc(Cl)cc1)NC1CCS(=O)(=O)C1 (centres undefined),·,2,-21,-6,6,-8,-11,10,10
O=C(CC12CC3CC(C1)CC(CC(=O)N1CCCC1)(C3)C2)N1CCCC1,·,3,-123,8,4,-16,-14,5,11
Cc1nn(C(=O)c2cccnc2)c(C)c1C,7,6,-8,17,-3,3,-6,3,-4
Fc1ccc(C(c2nnnn2Cc2ccco2)N2CCN(C3CCCCC3)CC2)cc1 (centres undefined),8,-1,-2,15,1,35,25,-19,7
Cc1ccc(C)c(C(=O)CC2(O)C(=O)Nc3ccccc32)c1 (centres undefined),-4,-2,-1,1,0,3,-5,-5,-3
Cc1ccc(-c2nnc(SC(C)C#N)n2N)cc1 (centres undefined),-4,-3,13,-1,0,2,14,4,9

Two compounds from above, showing only JNK3 blocker.
SMILES	JNK3 blocker
CCOC(=O)Cc1csc(NC(=O)c2ccoc2C)n1	-9
O=C(C1CCN(Cc2ccccc2)CC1)N1CCCC1	-2

Continued.
molecule,CatL block,JNK3 blocker,C1s block,CatS block,ROCK2 inh,FXIa mix inh,Cathepsin G inh,FXIIa mix inh,PKA kinase inh
Cc1oc(-c2ccc(Cl)cc2)nc1CN1CCCC(C(=O)NCc2cccnc2)C1 (centres undefined),11,-14,0,5,-4,8,8,-18,-5
O=C(c1ncc[nH]1)c1ccccc1C(=O)N1CCOCC1,9,-2,1,15,-1,0,-1,6,3
CC1(C)Cc2ccccc2-c2n[nH]c(=S)n21,10,2,15,16,4,13,13,3,4
COC(=O)CSc1nc2ccc(NC(C)=O)cc2s1,21,4,-23,-3,10,-4,-5,-6,12
O=C(NC1CC2CCCC(C1)N2C(=O)NC1CCCCC1)c1ccc(F)cc1 (centres undefined),-2,-5,-2,-2,4,-3,9,11,7
COCc1c(C(=O)OCC(=O)N2c3ccccc3NC(=O)C2(C)C)oc2ccccc12,-4,-2,-29,1,2,1,-2,3,0
O=C(Cc1c(O)c2ccccc2[nH]c1=O)NCc1ccc(F)cc1,1,-3,-37,12,-2,9,1,4,-8
CC(OC(=O)c1cc2sccc2n1C)C(=O)NCc1ccco1 (centres undefined),8,0,16,-6,0,3,12,-16,-1
CCOC(=O)N1CCC(NC(=O)c2cc3c(-c4ccc(OC)c(OC)c4)nn(C)c3s2)CC1,1,-3,-6,-3,-1,7,0,4,0
